Bioassay records from PubChem BioAssay.
GPT2 inh – inhibitors of human GPT2 alanine aminotransferase; Recombinant GPT2, coupled pyruvate oxidase/HRP Amplex Red fluorescence; Potency, µM (series often up to 57.7 µM), for the others: at the highest dose activity change, negative = inhibition, most hits filed as inhibitors; 100,000 tested, 0.25% active; note: potency is the fitted concentration of half-maximal effect; nearly all actives have a fitted effect of over 60% in size; many of its hits are not listed in these tables
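Fluorescence of coupled pyruvate oxidase/HRP/Amplex Red system (50uM Amplex, 30 min, dark) reports pyruvate formed by GPT2. Enzyme reaction: 10ng/uL GPT2, 2mM L-alanine, 250uM a-KG, 30 min room temperature, pH 7.5; 50uM AOA control.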
3T3 cytotox – kills NIH 3T3 cells | 94,000 tested, 4.3% active | NIH 3T3 viability, CellTiter-Glo ATP luminescence, 48-72 h | AID 1345082 | Potency, µM (highest dose often 96.7 µM), inactives show at the highest dose activity change, negative = cytotoxicity, actives largely listed as inhibitors; note: potency is the fitted concentration of half-maximal effect; nearly all actives have a fitted effect of over 55% in size
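NIH 3T3 cells at 400 cells/well received 23 nL of compound by pintool and were incubated 48 or 72 h at 37 °C. Viability was read as ATP-coupled CellTiter-Glo luminescence.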
HEK293 viab – counter-screen for SNCA expression inhibitors: cell viability. HEK-293-SNCA-luc viability, GF-AFC fluorescence, 24 h. Potency, µM (top dose mostly 57.1 µM), for inactives: top-dose activity change, negative = cytotoxicity, usual class: cytotoxic. 150,000 tested, 0.12% active. AID 1671193;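 note: potency is the fitted concentration of half-maximal effect; 0% = DMSO-treated cells and -100% = medium-only wells without cells; nearly all actives have a fitted effect of over 30% in size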
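HEK-293-SNCA-luc cells (1500/well) plated 24 h, then exposed 24 h to a dilution series; GF-AFC added 30 min at 37C, fluorescence 405/540 nm; normalised to medium-only and DMSO wells, Hill fit.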
Luciferase inh – blocks purified firefly luciferase enzyme activity | Potency, µM (titrated, usually from 115 µM), for inactives: top-dose activity change, negative = inhibition, actives largely listed as inhibitors | purified P. pyralis luciferase, luminescence, biochemical | 76,000 tested, 2.5% active | AID 1347043; note: potency is the fitted concentration of half-maximal effect; nearly all actives have a fitted effect of over 65% in size
Target sequence (P08659 whole entry, looked up): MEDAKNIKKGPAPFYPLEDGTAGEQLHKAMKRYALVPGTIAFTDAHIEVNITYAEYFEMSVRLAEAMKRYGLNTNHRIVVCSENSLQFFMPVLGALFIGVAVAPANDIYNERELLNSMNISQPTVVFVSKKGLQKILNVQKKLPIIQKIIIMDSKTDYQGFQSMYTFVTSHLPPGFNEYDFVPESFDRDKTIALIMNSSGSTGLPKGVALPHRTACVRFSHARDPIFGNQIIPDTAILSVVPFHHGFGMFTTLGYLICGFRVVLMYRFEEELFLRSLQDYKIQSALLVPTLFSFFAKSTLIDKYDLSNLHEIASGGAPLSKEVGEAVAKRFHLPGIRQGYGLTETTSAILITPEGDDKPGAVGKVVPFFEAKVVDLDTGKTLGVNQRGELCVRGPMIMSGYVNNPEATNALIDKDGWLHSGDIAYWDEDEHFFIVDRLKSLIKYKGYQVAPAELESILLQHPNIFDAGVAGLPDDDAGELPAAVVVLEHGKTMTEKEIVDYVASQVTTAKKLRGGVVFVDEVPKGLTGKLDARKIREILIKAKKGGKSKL
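Cell-free enzyme assay, 10nM P. pyralis luciferase, luciferin and ATP each at 10uM. Inhibition profiled over a 6-point titration, read as luminescence.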
SNCA expr inhib – inhibitors of alpha-synuclein (SNCA) gene expression. HEK-293 SNCA-luciferase knock-in, luminescence, 24 h. AID 1671194. 140,000 tested, 0.17% active. Potency, µM (highest dose often 57.2 µM), without a hit: at the top dose activity change, negative = inhibition, most hits filed as inhibitors;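 note: potency is the fitted concentration of half-maximal effect; plate controls were DMSO cells for no effect and cell-free wells for full effect; nearly all actives have a fitted effect of over 45% in size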
IP6K1 inhibitor – blocks human inositol hexakisphosphate kinase 1. IP6K1 kinase, ADP-Glo luminescence, 2 h; stronger effect = lower value. AID 1645851. activity change, % (series mostly up to about 58 µM). 140,000 tested, 0.81% active. Q92551; in the data active = activity change below about -25%
Target sequence (Q92551 whole entry, looked up): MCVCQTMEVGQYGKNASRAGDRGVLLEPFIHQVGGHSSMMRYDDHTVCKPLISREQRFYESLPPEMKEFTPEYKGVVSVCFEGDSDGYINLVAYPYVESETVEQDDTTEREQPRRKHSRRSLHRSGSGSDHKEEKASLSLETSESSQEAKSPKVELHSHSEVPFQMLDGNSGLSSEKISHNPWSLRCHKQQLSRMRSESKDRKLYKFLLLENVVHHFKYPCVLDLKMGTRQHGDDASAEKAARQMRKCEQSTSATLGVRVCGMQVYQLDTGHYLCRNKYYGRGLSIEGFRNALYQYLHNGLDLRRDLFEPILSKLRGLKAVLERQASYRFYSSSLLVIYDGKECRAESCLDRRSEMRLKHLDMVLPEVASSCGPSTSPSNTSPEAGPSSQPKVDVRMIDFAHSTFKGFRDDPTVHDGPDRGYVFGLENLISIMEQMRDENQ
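ADP-Glo luminescence measures ADP made by human IP6K1 during a 2 h RT reaction with ATP/IP6 (mix at 1.3 mM/130 uM); top library doses 57.5 and 19.1 uM final.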
HEK cytotox – cytotoxic compounds in HEK 293 cells; HEK 293 viability, ATP luminescence (CellTiter-Glo), 48-72 h; Potency, µM (series often up to 115 µM), for the others: at the top dose activity change, negative = cytotoxicity, actives largely listed as inhibitors; 94,000 tested, 6.6% active; AID 1345083; note: potency is the fitted concentration of half-maximal effect; nearly all actives have a fitted effect of over 60% in size
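ATP-coupled CellTiter-Glo luminescence served as viability read-out, recorded 10 min after reagent addition at room temperature. HEK 293 cells, 250 cells/well, had been incubated with pintool-transferred compound for 48 or 72 hr at 37 degree Celsius.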
* = called active by the depositor; i = inactive; ? = inconclusive; . = not tested or not shown; [ ] = another dose, or the depositor's remark. Unless noted, calls come from the whole dose curve; as a rule, active = well fitted curve in the direction sought with a large enough effect; inconclusive = small, poorly fitted or top-dose-only effect, or another doubt; inactive = no such curve, though single readings can be large; an effect the other way counts as inactive or inconclusive. Unless noted, % is set by controls: 0 for no effect and ±100 for the full control effect.

Start of the data: the first 10 records, to show the layout:
#	canonical_smiles	GPT2 inh	3T3 cytotox	HEK293 viab	Luciferase inh
1	O=C(c1cccc2[nH]ccc12)N1CCC(N2C(=O)C3(CCCCC3)C2c2ccncc2)CC1 (stereo unspecified)	i	3%	4%[12.5 µM]	-20%
2	CNC(=O)c1cc[nH]c1C1CCCN(C(=O)c2ccc(OC)nc2)C1 (stereo unspecified)	-7%	-6%	-1%[12.5 µM]	5%
3	CCc1ccc(S(=O)(=O)N(C)CC2CCOC2)cc1 (stereo unspecified)	2%	-7%	2%	8%
4	CCC12CN3CC(C)(CN(C1)C3c1ccccc1C)C2=O (stereo unspecified)	.	.	11%	.
5	COc1cccc(S(=O)(=O)N2CCC3(CC2)CC(CC(=O)NC2CC2)CCO3)c1 (stereo unspecified)	4%	-17%	-6%	1%
6	COc1ccc(C(=O)N2CCC(Oc3ccc(C(=O)N(C)C)cn3)CC2)cc1	i	-24%	-10%	-8%
7	CCOc1ccc(NC(=O)CSc2nc3c(oc4ccccc43)c(=O)n2-c2ccccc2C)cc1	.	.	?	.
8	COc1ccc(C(=O)N[C@@H]2CN(C(=O)Nc3ccc(F)cc3)CCC[C@H]2O)cc1	-3%[88.5 µM]	100µM*	-24%[87.6 µM]	?
9	O=C(Cc1ccccc1)N1CCCC2(CN[S+](=O)([O-])c3cccnc3N2)C1 (stereo unspecified)	.	3%	.	.
10	CCOCCn1c(=O)[nH]c2cc(C(=O)N(C)Cc3nccs3)ccc21	-2%	i	8%	-5%

#	SNCA expr inhib	IP6K1 inhibitor	HEK cytotox
1	?	0	i
2	29%	-2	-2%
3	5%	23	-2%
4	4%	2	.
5	15%	11	-4%
6	-30%	17	5%
7	3%	2	.
8	39%[87.6 µM]	4	?
9	.	16	-17%
10	-7%	7	i

All compounds of this part, repeating the preview:
#	canonical_smiles	GPT2 inh	3T3 cytotox	HEK293 viab	Luciferase inh
1	O=C(c1cccc2[nH]ccc12)N1CCC(N2C(=O)C3(CCCCC3)C2c2ccncc2)CC1 (stereo unspecified)	i	3%	4%[12.5 µM]	-20%
2	CNC(=O)c1cc[nH]c1C1CCCN(C(=O)c2ccc(OC)nc2)C1 (stereo unspecified)	-7%	-6%	-1%[12.5 µM]	5%
3	CCc1ccc(S(=O)(=O)N(C)CC2CCOC2)cc1 (stereo unspecified)	2%	-7%	2%	8%
4	CCC12CN3CC(C)(CN(C1)C3c1ccccc1C)C2=O (stereo unspecified)	.	.	11%	.
5	COc1cccc(S(=O)(=O)N2CCC3(CC2)CC(CC(=O)NC2CC2)CCO3)c1 (stereo unspecified)	4%	-17%	-6%	1%
6	COc1ccc(C(=O)N2CCC(Oc3ccc(C(=O)N(C)C)cn3)CC2)cc1	i	-24%	-10%	-8%
7	CCOc1ccc(NC(=O)CSc2nc3c(oc4ccccc43)c(=O)n2-c2ccccc2C)cc1	.	.	?	.
8	COc1ccc(C(=O)N[C@@H]2CN(C(=O)Nc3ccc(F)cc3)CCC[C@H]2O)cc1	-3%[88.5 µM]	100µM*	-24%[87.6 µM]	?
9	O=C(Cc1ccccc1)N1CCCC2(CN[S+](=O)([O-])c3cccnc3N2)C1 (stereo unspecified)	.	3%	.	.
10	CCOCCn1c(=O)[nH]c2cc(C(=O)N(C)Cc3nccs3)ccc21	-2%	i	8%	-5%
11	CC(C)NC(=O)N1CNC(=O)C12CCN(C(=O)Cc1ccc(O)cc1)CC2	-7%	0%	3%	.
12	Cc1ccc([S+](=O)([O-])N2CCCN(c3nc4ncccc4o3)CC2)cc1	i	?	-5%	-6%

#	SNCA expr inhib	IP6K1 inhibitor	HEK cytotox
1	?	0	i
2	29%	-2	-2%
3	5%	23	-2%
4	4%	2	.
5	15%	11	-4%
6	-30%	17	5%
7	3%	2	.
8	39%[87.6 µM]	4	?
9	.	16	-17%
10	-7%	7	i
11	-4%	-5	i
12	-10%	-3	?

Additional compounds follow:
#	canonical_smiles	GPT2 inh	3T3 cytotox	HEK293 viab	Luciferase inh
13	Cc1ccc(NC(=O)c2ccc(CN3CCN(C)CC3)cc2)cc1Nc1nc(-c2cccnc2)cs1	i	.	-23%	.
14	CN(C)C(=O)c1ccnc(-c2nnc3ccc(NCCc4ccccc4)nn23)c1	2%[88.5 µM]	-25%[138 µM]	13%[87.6 µM]	-2%[172 µM]
15	COc1ccc(NC(=O)C2=NO[C@@H]3CN(Cc4ccc(F)cc4)C[C@H]23)cc1	-2%[88.5 µM]	?	-20%[87.6 µM]	-20%[172 µM]
16	COc1cc(C(=O)NCc2nc3cccnc3n2Cc2ccc(C)cc2)cc(OC)c1OC	.	.	-15%	.
17	CC(C)NC(=O)N1CCC(O)(c2csc(CN3CCc4ccccc4C3)n2)CC1	i	-15%[174 µM]	3%[87.6 µM]	4%[172 µM]
18	CO[C@H]1[C@H](NC(=O)Cc2cccnc2)c2ccccc2C12CCNCC2	i	?	-10%	-8%
19	CCOc1ccccc1NC(=O)c1cccc2c1C(=O)N(C1CCCCC1)C2	.	.	0%	.
20	Cc1ccc(C)c(CN2CC(C(=O)NCc3ccncc3)C3(CCOCC3)C2)c1 (stereo unspecified)	i	-16%	-9%	1%
21	O=C(Nc1ccccc1)N1CCCC1c1nnc2n1CCNC2 (stereo unspecified)	3%	-2%	0%	.
22	O=C(c1ccc(Cl)cn1)N1CCCCC12Cc1ccccc1NC2=O (stereo unspecified)	4%	-22%	-17%	0%
23	CC1(COc2ccccc2)COc2ccc(C(=O)N3CCOCC3c3ccncc3)cc2N1 (stereo unspecified)	-11%	?	-5%	1%
24	CCn1nccc1C(=O)NCCC1CCN(C(=O)Nc2cccc(C)c2)CC1	-6%	-6%	-7%	-7%

#	SNCA expr inhib	IP6K1 inhibitor	HEK cytotox
13	19%	.	.
14	21%[87.6 µM]	-7	?
15	-24%[87.6 µM]	0	?
16	-14%	13	.
17	-3%[87.6 µM]	-3	?
18	-23%	4	-30%
19	9%	-2	.
20	2%	4	-3%
21	-12%	9	i
22	-14%	18	-14%
23	-17%	-3	?
24	?	0	4%

Following part.
#	canonical_smiles	GPT2 inh	3T3 cytotox	HEK293 viab	Luciferase inh
25	Cc1cccc(C(=O)N2CCC(n3cnnc3C3CC3)CC2)c1	i	-11%	6%	8%
26	CN(C(=O)Cn1ncc2c1-c1ccccc1OC2)c1ccc(Br)cc1	.	.	-18%	.
27	CC1=C(C(=O)OC2CCCCCC2)C(c2c(Cl)cccc2Cl)CC(=O)N1 (stereo unspecified)	.	.	-7%	.
28	CN1c2cccnc2CN(Cc2ccc(OC(F)(F)F)cc2)CC[C@H]1CO	-30%[88.5 µM]	?	0%[87.6 µM]	5%[172 µM]
29	O=C(Nc1cccc(-n2cccn2)c1)C1CCCN1C(=O)c1ccsc1 (stereo unspecified)	?	-11%	8%	-10%
30	CC(=O)N1CCC(N2CCOC[C@H]2c2ncc(-c3ccc(Cl)s3)[nH]2)CC1	-7%[88.5 µM]	?	-11%[87.6 µM]	-13%[172 µM]
31	O=C(c1ccccn1)N1CCC2(CC1)CC(Cc1ccccc1)CCO2 (stereo unspecified)	i	?	6%	-4%
32	CCc1ccc(S(=O)(=O)c2cn(C)c3cc(N4CCC(C)CC4)c(F)cc3c2=O)cc1	.	.	9%	.
33	Oc1c(C(c2ccc(Br)cc2)N2CCOCC2)sc2nc(-c3ccco3)nn12 (stereo unspecified)	.	.	-1%	.
34	CC1=C[C@@H](CNC(=O)NC(C)C)[C@H](C(C)C)C[C@H]1Cc1nnc(-c2ccncc2)o1	2%[88.5 µM]	56µM*	?	-16%[172 µM]
35	COc1ccc(Cl)cc1NC(=O)CCCn1c(=O)c2cccn2c2cccnc21	.	.	2%	.
36	CCc1ccc(NS(=O)(=O)c2ccc(C(=O)N(C)C)s2)cc1	.	.	4%	.

#	SNCA expr inhib	IP6K1 inhibitor	HEK cytotox
25	-24%	-11	9%
26	22%	15	.
27	?	14	.
28	-7%[87.6 µM]	-16	?
29	3%	25	-2%
30	-24%[87.6 µM]	11	-6%[172 µM]
31	22%	19	?
32	-11%	20	.
33	18%	-8	.
34	?	12	?
35	20%	-3	.
36	?	0	.

The results go on.
#	canonical_smiles	GPT2 inh	3T3 cytotox	HEK293 viab	Luciferase inh
37	COc1ccc(-n2nc(C3CCCN(C(=O)C(C)(C)C)C3)[nH]c2=O)cc1 (stereo unspecified)	-28%	?	-7%	-8%
38	COC1C(=O)N(c2cccc(F)c2)C12CCN(S(=O)(=O)c1ccccc1C)CC2 (stereo unspecified)	i	?	-5%	-8%
39	COc1ccc(NC(=O)CCn2cccn2)cc1OC	.	.	-13%	.
40	CCOc1cc(S(=O)(=O)NCCc2c(C)[nH]c3ccc(C)cc23)ccc1Br	.	.	0%	.
41	CN(C)Cc1cc(C[C@@H]2C[C@H](NC(=O)C3CCC3)C2(C)C)no1	0%[88.5 µM]	-25%[174 µM]	-1%[87.6 µM]	-7%[172 µM]
42	CC(=O)c1c(C)oc2c(Br)cc(NS(=O)(=O)c3ccc(Br)cc3)cc12	.	.	7%	.
43	O=C(Cc1ccc(F)cc1)N1CCOc2ccc(CN3CCc4ccccc4C3)cc2C1	i	?	-9%	-1%
44	COc1ccc(-c2nc3c(c(-c4ccccc4)n2)CN(C(=O)c2ccccc2Cl)CC3)cc1	-10%	?	?	6%
45	COc1ccc(OC)c(NC(=O)CN2C(=O)COc3ccc(S(=O)(=O)NC4CCCC4)cc32)c1	.	.	?	.
46	O=C(N[C@H](c1cccs1)C1CC(O)C1)c1ccc(N2CCOCC2)cc1 (stereo partly specified)	4%	-21%	-5%	4%
47	CC1(C)CC(=O)c2cc(-c3nc(-c4ccccc4)cs3)c(=O)[nH]c2C1	.	.	0%	.
48	CC(=O)c1cc(C(=O)NCc2cccnc2N(C)Cc2ccccc2)cs1	?	-24%	-5%	-13%
49	CCN=C1N[C@@H]2[C@@H](O)[C@H](O)[C@@H](CO)O[C@@H]2S1	i	.	18%	.

#	SNCA expr inhib	IP6K1 inhibitor	HEK cytotox
37	11%	14	-24%
38	-14%	0	?
39	-10%	13	.
40	-24%	-1	.
41	1%[87.6 µM]	5	?
42	15%	39	.
43	-13%	0	?
44	-8%	3	?
45	-12%	2	.
46	-5%	12	-30%
47	10%	5	.
48	4%	11	?
49	.	-3	.

Only part of the results is shown; rates above refer to the full screens.
